Source: PubChem (several laboratories)
M. tuberculosis GlmU: inhibition of mycobacterial GlmU enzyme – biochemical, glucosamine-1-phosphate acetyltransferase (AID 1376); M. tuberculosis GlmU acetyltransferase enzyme assay; higher % means a stronger effect; inhibition, %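 (tested at 30 µM in the primary screen)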, or IC50 in µM where a hit was titrated; hit rate 0.25% among 220,000; in the data active means inhibition above about 13%;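 further: 0% = complete reaction with vehicle and 100% = reaction without substrate; strong numbers were not always called active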
RmlCD inh 1536: inhibitors of Mycobacterium tuberculosis RmlC and RmlD coupled enzymes | RmlC+RmlD coupled enzyme assay, percent inhibition; primary screen in compound mixtures | hit rate 0.03% among 160,000 | inhibition, % at 3.6 µM; in the data active means inhibition mostly above about 34%, no sharp cut-off; further: some results filed as inactive read as strong as hits
Target sequence (P9WH09 whole entry, looked up): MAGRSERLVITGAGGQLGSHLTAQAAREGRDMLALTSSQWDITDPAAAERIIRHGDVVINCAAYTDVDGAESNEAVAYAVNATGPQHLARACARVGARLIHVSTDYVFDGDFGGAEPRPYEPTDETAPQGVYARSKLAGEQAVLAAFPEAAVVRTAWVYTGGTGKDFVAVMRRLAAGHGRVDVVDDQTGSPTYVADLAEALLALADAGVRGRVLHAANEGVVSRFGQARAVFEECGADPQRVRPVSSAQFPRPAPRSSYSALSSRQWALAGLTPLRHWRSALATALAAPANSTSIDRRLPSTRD
Target sequence (P9WH11 whole entry, looked up): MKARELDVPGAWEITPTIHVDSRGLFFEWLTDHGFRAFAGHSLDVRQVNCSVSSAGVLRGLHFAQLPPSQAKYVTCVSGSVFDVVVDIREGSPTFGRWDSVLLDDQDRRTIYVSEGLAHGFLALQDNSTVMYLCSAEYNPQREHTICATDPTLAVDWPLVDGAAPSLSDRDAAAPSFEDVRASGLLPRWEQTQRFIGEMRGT
The depositor's hits bear a star; . = not tested or not shown; & = joins results of further samples. Not all compounds are listed (hit frequency here may not be typical).

Every second line gives: RmlCD inh 1536	M. tuberculosis GlmU
COc1cc(CNCc2c[nH]c3ccccc23)cc(OC)c1
  .	0.8%
O=C(NC(=S)Nc1ccccc1C(=O)O)c1ccc2ccccc2c1
  4	0.4%
O=[N+]([O-])c1ccccc1Nc1ccc(O)cc1
  3	1.3%
COc1ccc(-c2nc(CN3CCC(c4ccccc4)CC3)c(C)o2)cc1OC
  -2	-0.2%
Nc1nc(SCC(=O)NCc2ccccc2)[nH]c(=O)c1NC(=O)c1ccccc1F
  -7	9.2%
Cc1ccc(N2C(=O)C3C4C=CC(C4)C3C2=O)cc1 (stereo unspecified)
  -4	0.7%
O=C(CCCc1nc2ccccc2s1)NC1CCOC1=O (stereo unspecified)
  .	-3.3%
O=S1(=O)CC(O)C(Nc2ccccc2Cl)C1 (stereo unspecified)
  .	-2.8%
Cc1ccccc1-n1c(=O)n(CCc2ccccc2)c(=O)c2[nH]cnc21
  -4	3.6%
CCCc1cc(C(=O)Nc2c(C)n(C)n(-c3ccccc3)c2=O)no1
  -10	5.5%
O=C(Nc1ccccc1)N(Cc1cccnc1)Cc1ccco1
  6	-4.8%
COc1ccc(N(C)C(=O)c2ccc3c(c2)nnn3C)cc1
  3	-2.5%
Cc1ccccc1-c1nnn(CC(=O)NCc2ccc3c(c2)OCO3)n1
  -4	-1.7%
CCOC(=O)C(O)(C1C(=O)CC(C)(C)CC1=O)C(F)(F)F (stereo unspecified)
  -10	-3.4%
COc1ccc(CCNc2nc(=S)[nH]c3cc(OC)c(OC)cc23)cc1OC
  0	9.0%
CC(=O)Nc1c(C(=O)c2ccc(F)cc2)oc2ccccc12
  .	0.2%
CCCN1CCC[C@@H]2Cc3[nH]ncc3C[C@H]21
  .	5.3%
Cc1c(C(=O)Nc2ccc(C(=O)O)cc2)cnn1C
  2	-0.3%
COC(=O)C1NN=C(C(=O)c2ccc(Cl)cc2)C1c1ccc(OC)cc1 (stereo unspecified)
  -2	1.6%
Nc1cc(=O)[nH]c(SCc2csc(-c3ccccc3)n2)n1
  7	3.4%

Record cards, from the list above:
Record of Nc1cc(=O)[nH]c(SCc2csc(-c3ccccc3)n2)n1 : RmlCD inh 1536 = 7; M. tuberculosis GlmU = 3.4%
Record of O=C(Nc1ccccc1)N(Cc1cccnc1)Cc1ccco1 : RmlCD inh 1536 = 6; M. tuberculosis GlmU = -4.8%
Record of COC(=O)C1NN=C(C(=O)c2ccc(Cl)cc2)C1c1ccc(OC)cc1 (stereo unspecified) : RmlCD inh 1536 = -2; M. tuberculosis GlmU = 1.6%

Following part.
Every second line gives: RmlCD inh 1536	M. tuberculosis GlmU
Cc1cc(C)nc(N/N=C/c2c(C)oc3ccccc23)n1
  15	3.8%
O=C(COc1ccc(S(=O)(=O)NC2CCCCC2)cc1)Nc1ccc2c(c1)OCCO2
  8	4.0%
Cc1ccc(-c2cccc(C3CC=CC4C3C(=O)N(Cc3ccccc3)C4c3ccc4ccccc4c3)c2)cc1 (stereo unspecified)
  .	-0.8%
Cc1cc(NC(=O)C23CC4CC(CC(C4)C2)C3)n[nH]1
  -3	-0.5%
Cn1cccc1/C=N/N1CCN(Cc2cccc3ccccc23)CC1
  2	3.6%
CCOC(=O)N1CCN(C(=O)c2ccc3c(=O)n(-c4ccc(F)cc4)c(=S)[nH]c3c2)CC1
  .	1.4%
CCOC(=O)c1[nH]c(C)c(C(=O)OC(C)C(=O)Nc2ncc(Cl)cc2Cl)c1C (stereo unspecified)
  .	1.5%
CN(Cc1ccccc1)c1nc2c(c(=O)n(C)c(=O)n2C)n1CCSc1ncccn1
  9	4.2%
NC1=C(O)C(=O)C(c2ccccc2)O1 (stereo unspecified)
  84	3.3%
CCO/N=C(\C)c1c(O)c2ccccc2n(C)c1=O
  -10	8.1%
Cc1onc(-c2ccccc2)c1C(=O)N(Cc1ccccn1)Cc1ccccn1
  .	2.2%
CCc1nnc(NS(=O)(=O)c2ccc(NS(=O)(=O)c3ccccc3)cc2)s1
  .	-0.5%
Cc1nn(C)c(C)c1S(=O)(=O)N1CCCC(C(=O)N2CCN(c3ccc(Cl)cc3)CC2)C1 (stereo unspecified)
  -8	-1.2%
N#Cc1cccc(NC(=O)CCC2CCCC2)c1
  12	11%
O=C(c1cccc(-c2nnc(-c3ccccc3)o2)c1)N1CCCCCC1
  44	4.2%
CCOCCCNC(=S)NCCc1ccccc1
  .	-2.2%
CC(=O)c1nc(N2C(=O)CC(Cc3ccccc3)C2=O)sc1C (stereo unspecified)
  4	6.1%
CCC1Oc2ccccc2N(CC(=O)NCCN2CCc3ccccc3C2)C1=O (stereo unspecified)
  .	-2.9%
COC(=O)c1cccnc1N1CCN(c2ccccc2F)CC1
  .	-6.9%
CCCCOc1nc(N)nc(-c2ccccc2)n1
  19	7.8%
COc1ccc(CC(=O)Nc2nncs2)cc1OC
  .	2.0%
Nc1nnc(CCOc2ccccc2Cl)s1
  9	-1.2%
CC1(C)CC(=O)/C(=C(\O)c2ccccc2)C(=NCCc2ccccc2)C1
  3	0.0%
C=CCNC(=O)/C=C/c1ccc(C(C)C)cc1
  24	-0.8%
COc1ccc(NC(=O)CSc2c(C)nn(-c3nnc(C)c(=O)[nH]3)c2C)cc1
  18	-1.8%
CCN(c1ccccc1)S(=O)(=O)c1ccc(F)cc1C
  9	-0.6%
CC(C)NC(=O)c1onc(CSc2ccncc2)c1C(=O)NC(C)C
  .	-4.1%
CCN(CC)C(=O)c1cccc(-c2ccc(OC)cc2)c1
  0	0.4%
COc1cccc(N2CCN(C(c3ccccn3)c3nnnn3C(C)(C)C)CC2)c1 (stereo unspecified)
  .	0.9%
CCc1nc(SCc2ccccn2)[nH]c(=O)c1C
  4	-3.4%
Cc1nn(C(C)(C)C)c(C)c1/C=N/OC(=O)Nc1ccc(Cl)cc1
  9	-6.4%
O=C(c1cc(-c2cccs2)nc2ccccc12)N1CCN(c2ccccc2O)CC1
  7	-5.0%
COc1ccc2c(c1)c(C(=O)N/N=C/c1cccc(O)c1)c(C)n2C
  4	5.6%
O=C1ON=C(c2ccccc2)/C1=C/c1cccnc1
  5	-5.5%
COC(=O)C(CC(C)C)NC(=O)CNC(=O)c1ccccc1C (stereo unspecified)
  .	-5.2%
CN(C)S(=O)(=O)c1ccc(S(=O)(=O)NC2CCOC(C)(C)C2)cc1 (stereo unspecified)
  .	3.9%
O=C(NC1CCS(=O)(=O)C1)c1cccc(S(=O)(=O)N2CCOCC2)c1 (stereo unspecified)
  .	1.7%
Nc1ccc(Br)cc1C(NCC(=O)O)c1ccccc1 (stereo unspecified)
  -11	-0.9%
CC(C)(C)C(=O)O/N=C(\N)c1ccc(-c2csnn2)cc1
  -12	-1.1%
CC(C)c1ccccc1NC(=O)COC(=O)c1ccc(Cl)c(S(=O)(=O)N2CCCCCC2)c1
  -7	2.4%
O=C(COC(=O)C1CCC(=O)N1)Nc1ccc(Oc2ccccc2)cc1 (stereo unspecified)
  -9	2.1%
CC(C)=C(C#N)c1nc2ccccc2s1
  .	6.4%
C=CCNc1nc(NCc2ccccc2)c(C#N)c2c1CN(C)CC2
  -9	-6.1%
COc1cccc(/C=C2\N=C(c3cncc(Br)c3)OC2=O)c1
  .	-7.3%
Cc1ccccc1CN1C2=NCCCN2c2ccccc21
  -3	-5.3%
COc1ccc(C(=O)Nc2ccc(C3(C#N)CCCC3)cc2)cc1
  -12	4.5%
Cc1cnc(C(=O)Nc2cccc(-c3nnc4n3CCCCC4)c2)cn1
  .	5.0%
C=CCOc1cccc(CNCCCN2CCOCC2)c1
  -8	2.0%
O=C(COC(=O)c1ccccc1C(=O)c1ccccc1)NCCc1ccc(Cl)cc1Cl
  10	-2.3%
N#Cc1ccc(-c2nc3ccccc3nc2-c2ccccc2)cc1C#N
  -6	-3.1%

The listing continues.
Every second line gives: RmlCD inh 1536	M. tuberculosis GlmU
Cc1cc(Cl)c(S(=O)(=O)Nc2ccc3c(c2)OCCO3)cc1OCC(=O)NC1CCCCC1
  8	-2.6%
COc1cccc(/C(C)=N/NS(=O)(=O)c2ccc(Cl)cc2)c1
  -9	1.7%
CC(Sc1nc(N)c2c3c(sc2n1)CSC(C)(C)C3)C(=O)Nc1ccccc1 (stereo unspecified)
  31	-0.9%
Cc1ccc(/C(N)=N/OC(=O)COc2ccccc2Cl)cc1
  .	0.8%
CC(=O)Nc1ccc(/C(C)=N/NS(=O)(=O)c2ccccc2)cc1
  .	-0.2%
Cc1nn(-c2ccccc2)c(N)c1N=Nc1cccc(S(=O)(=O)N2CCOCC2)c1
  45	-0.9%
COc1ccc(COCC(O)CN2CCc3ccccc3C2)cc1OC (stereo unspecified)
  4	0.2%
CCCc1cc(C(=O)Nc2sc(C)c(C)c2C(=O)OCC)no1
  .	1.2%
COc1cccc(C(=O)COC(=O)c2n[nH]c(=O)c3ccccc23)c1
  .	-3.0%
COc1cc(/C=N/Nc2nc3ccccc3s2)ccc1OC(=O)c1ccccc1F
  -9	0.0%

In a second layout: results already given
compound: Cc1nn(-c2ccccc2)c(N)c1N=Nc1cccc(S(=O)(=O)N2CCOCC2)c1
  RmlCD inh 1536: 45 | M. tuberculosis GlmU: -0.9%
compound: COc1ccc(COCC(O)CN2CCc3ccccc3C2)cc1OC (stereo unspecified)
  RmlCD inh 1536: 4 | M. tuberculosis GlmU: 0.2%
compound: CCCc1cc(C(=O)Nc2sc(C)c(C)c2C(=O)OCC)no1
  RmlCD inh 1536: . | M. tuberculosis GlmU: 1.2%
compound: COc1cccc(C(=O)COC(=O)c2n[nH]c(=O)c3ccccc23)c1
  RmlCD inh 1536: . | M. tuberculosis GlmU: -3.0%

(next part)
Every second line gives: RmlCD inh 1536	M. tuberculosis GlmU
O=C(Nc1ccc(Br)cc1)C1OCCc2ccccc21 (stereo unspecified)
  .	-3.7%
O=C(O)CCCC(=O)N1CCc2cc(S(=O)(=O)NCc3ccc(F)cc3)ccc21
  -8	-1.6%
CC(C)C(CC(=O)N1CCCCC1)C1CCOC(C)(C)C1 (stereo unspecified)
  .	-4.1%
CS(=O)(=O)c1ccc2sc(NC(=O)c3cc4ccccc4o3)nc2c1
  -9	5.3%
Cc1ccccc1C1CC(c2ccccc2)Nc2ncnn21 (stereo unspecified)
  16	-5.8%
Cc1ccc(S(=O)(=O)N2CCCCC2)cc1NC(=O)COC(=O)Cc1cccc(C(F)(F)F)c1
  4	-1.7%
Cn1c(NC(=O)c2ccccc2)c(-c2ccccn2)c(=O)c2ccccc21
  .	4.2%
CC1CCC/C(=N\NC(=O)COc2ccccc2Cl)C1 (stereo unspecified)
  -5	0.4%
CC(=O)N(NC(=O)c1ccc(C)cc1)C1CC(=O)N(c2ccccc2Cl)C1=O (stereo unspecified)
  10	3.5%
COc1cccc(-n2c(SCc3cc(=O)oc4cc(O)c(O)cc34)nc3ccccc3c2=O)c1
  -1	6.7%
O=C(COc1ccccc1Cl)Nc1ccc(Cl)cn1
  -3	6.9%
O=C(NC1CCCCC1)C1CCN(C(=O)c2ccc(-c3ccccc3)cc2)CC1
  9	-8.3%
On1nnc2ccccc21
  2	-3.4%
COC(=O)[C@H](CC(C)C)NC(=O)N1CCCCC1C (stereo partly specified)
  -19	-1.9%
C=CCOc1c(CNn2cn[nH]c2=S)cccc1OC
  8	-0.9%
COc1cccc(NC(=O)Nc2ccccc2Br)c1
  -7	2.0%
NC(=O)C1(N2CCCCC2)CCN(C(=O)CSc2nc3ccccc3o2)CC1
  .	-2.2%
Cc1ccccc1OCC(O)Cn1c(=N)n(CCN2CCOCC2)c2ccccc21 (stereo unspecified)
  -2	1.4%&0.7%
Fc1cc(Br)ccc1NC(=S)Nc1ccccc1
  7	-4.0%
NS(=O)(=O)c1cccc(NC(=O)CN2CCN(Cc3ccc4c(c3)OCO4)CC2)c1
  0	3.6%
CCCCCCN(C(=O)CCCCCN1C(=O)NC(c2ccccc2)C(C(=O)OCc2ccccc2)=C1C)C(C(=O)NCCCC)c1ccc(OCC(=O)OC)c(C(=O)OC)c1 (stereo unspecified)
  0	6.4%
CC(Oc1ccccc1)c1ccnn1S(=O)(=O)c1ccccc1 (stereo unspecified)
  -9	-3.4%
CC(C)NC(=O)C1CC(=O)N(C(C)c2ccccc2)C1 (stereo unspecified)
  .	3.5%
COC(=O)C1C(=O)C2=C(CC1C)NC(C)=C(C(=O)OC1CCCCC1)C2c1ccc(N(C)C)cc1 (stereo unspecified)
  .	-6.5%
CC1CCN(c2ncnc3nc[nH]c23)CC1
  12	1.8%
CC(C)(C)c1ccc(OC(=O)N2CCCCC2)cc1
  -8	0.4%
CC1(C)CC(=O)c2c(Cc3ccccc3)n[nH]c2C1
  5	-6.0%
CN(C)CCNC(=S)Nc1ccc(Cl)cc1Cl
  .	-4.1%
COc1ccccc1C1NC=C([N+](=O)[O-])C=C1[N+](=O)[O-] (stereo unspecified)
  9	2.0%
O=c1[nH]c2ccccc2nc1/C=C(\O)C1CC1
  .	-3.3%
O=C(CCc1nnc(C2CCCCC2)o1)N1CCC(Oc2cccnc2)CC1
  10	-0.4%
COCCNC(=O)C1c2ccccc2C(=O)N(CCOC)C1c1ccc(F)cc1 (stereo unspecified)
  7	2.0%
COc1cc(OC)cc(C(=O)N2c3ccc(F)cc3CCC2C)c1 (stereo unspecified)
  .	-3.9%
Cc1nc2ccc(NC(=O)C3COc4ccccc4O3)cc2s1 (stereo unspecified)
  -9	5.3%
CN1CCN(C(=O)/C(C#N)=C/c2ccc(F)cc2)CC1
  14	-3.7%
Cc1ccc(C)c(NC(=O)CSc2nnc(-c3ccco3)o2)c1
  11	3.5%
COc1cccc(/C=N/NC(N)=S)c1OCc1ccccc1Cl
  -10	3.8%
COc1cc(Br)c(CC(=O)O)cc1OC
  66	-0.5%
